Screens (PubChem)
MEKK2 WT-MEK5: raises or lowers MEK5 binding to wildtype human MEKK2 PB1 domain | bead flow cytometry, Alexa488-MEK5 binding to MEKK2 WT; actives lie on both sides | Q9Y2U5 | AID 1531 | 290,000 tested, 1.1% active | binding response (% of control), % at 10 µM; in the data active = binding response below about 67% or above about 130%
PHOSPHO1 inh: blocks human PHOSPHO1 phosphatase activity | recombinant PHOSPHO1, absorbance phosphatase assay | inhibition, % at 13.3 µM | Q8TCT1 | 290,000 tested, 1.1% active | AID 1565; in the data active = inhibition above about 60%
OXTR ag: agonists of human oxytocin receptor. P30559. CHO-OTR cells, Fluo-8 calcium fluorescence; normalized: DMSO 0%, oxytocin 100%. activation, % at 3 µM. 320,000 tested, 0.32% active;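 active = activation above the mean of all tested compounds plus 3 SD, cutoff set per screening run, cut at about 20% in these data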;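 also: peak over basal fluorescence ratio from a 100 s FLIPR kinetic read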
Target sequence (P30559 whole entry, looked up): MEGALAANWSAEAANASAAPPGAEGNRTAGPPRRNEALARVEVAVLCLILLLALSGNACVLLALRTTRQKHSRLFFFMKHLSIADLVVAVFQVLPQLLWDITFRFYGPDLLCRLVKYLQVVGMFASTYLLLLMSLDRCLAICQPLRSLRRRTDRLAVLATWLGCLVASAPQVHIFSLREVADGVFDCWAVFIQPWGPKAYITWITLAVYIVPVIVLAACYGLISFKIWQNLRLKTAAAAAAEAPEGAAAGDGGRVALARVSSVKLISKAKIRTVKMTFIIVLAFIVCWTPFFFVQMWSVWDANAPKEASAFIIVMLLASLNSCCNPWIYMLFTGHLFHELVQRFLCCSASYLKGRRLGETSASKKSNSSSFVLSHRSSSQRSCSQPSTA
PfM18AAP inh: PfM18AAP enzyme inhibition | recombinant PfM18AAP, H-Glu-NHMec fluorogenic cleavage | inhibition, % at 7.35 µM | 290,000 tested, 1.2% active;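 active = inhibition above the campaign mean inhibition over all tested compounds plus 3 SD, cut at about 28% in these data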;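 also: 0% = plate median of test compound wells and 100% = 2 mM ZnCl2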
NALP1 inh: blocks the NALP1 inflammasome reconstituted in yeast | AID 2071 | S. cerevisiae NALP1/ASC/caspase-1 growth, X-gal OD620, 72 h | 280,000 tested, 0.61% active | inhibition, % at 10 µM; in the data active = inhibition mostly above about 24%, no sharp cut-off; inactive = mostly below about 32%; also: some compounds called inactive have numbers as strong as hits
DNA FID counter: displaces DNA intercalator in HCV helicase counter-screen; DNA fluorescent intercalator displacement, fluorescence; inhibition, % at 7.9 µM; 290,000 tested, 0.17% active; AID 1845; in the data active = inhibition above about 37%;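 also: 0% = vehicle and 100% = reference compound; higher means more ethidium bromide displaced from hairpin DNA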
GPR7 antagonist: antagonists of human GPR7 (neuropeptides B/W receptor 1); P48145; GPR7-expressing cells, fluorescence antagonist assay; inhibition, % at 4.4 µM; 290,000 tested, 1.1% active; in the data active = inhibition above about 16%, passing the limit was not always enough;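 also: cells stimulated with the agonist NPW; 0% = agonist with vehicle and 100% = vehicle without agonist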
MEKK3 PB1 HTS: raises or lowers MEK5 binding to the human MEKK3 PB1 domain; Q99759; bead-based flow cytometry, Alexa488-MEK5 binding to MEKK3; actives lie on both sides; 0 = blocked by unlabeled MEK5, 100 = vehicle; binding response (% of control), % at 10 µM; 290,000 tested, 1.4% active;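 active = binding response more than 3 SD above or below the average of its plate-row segment, actives on both sides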;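 also: Alexa488 bead fluorescence after subtracting the streptavidin-only scavenger bead signal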
Target sequence (Q99759 whole entry, looked up, the tested form may be a part): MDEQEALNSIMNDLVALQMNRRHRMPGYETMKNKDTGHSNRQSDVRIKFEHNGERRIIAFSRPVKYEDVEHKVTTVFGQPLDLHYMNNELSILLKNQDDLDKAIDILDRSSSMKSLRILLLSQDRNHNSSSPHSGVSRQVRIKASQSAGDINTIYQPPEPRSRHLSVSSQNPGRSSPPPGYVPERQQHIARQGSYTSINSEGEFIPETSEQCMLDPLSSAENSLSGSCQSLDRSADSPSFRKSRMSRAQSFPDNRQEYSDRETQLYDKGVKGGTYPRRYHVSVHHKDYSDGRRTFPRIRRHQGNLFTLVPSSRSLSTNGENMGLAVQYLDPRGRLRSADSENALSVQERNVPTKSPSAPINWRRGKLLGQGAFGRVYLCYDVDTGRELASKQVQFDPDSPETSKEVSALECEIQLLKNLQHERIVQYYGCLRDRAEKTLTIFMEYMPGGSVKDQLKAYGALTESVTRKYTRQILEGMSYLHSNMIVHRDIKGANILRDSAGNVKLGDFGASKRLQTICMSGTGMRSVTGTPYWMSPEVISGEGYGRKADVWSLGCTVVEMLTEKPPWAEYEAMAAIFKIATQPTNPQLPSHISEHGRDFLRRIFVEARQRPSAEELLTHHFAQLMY
MEKK2 mut-MEK5: signal of MEK5 binding to mutant human MEKK2 PB1 domain | bead flow cytometry, Alexa488-MEK5 binding to MEKK2 mutant | percent response, % at 10 µM | 290,000 tested, 0.35% active; in the data active = percent response above about 24%, passing the limit was not always enough; also: inactives centre near 1; some results filed as inactive read as strong as hits; reference of the scale not given here
An asterisk follows results filed as active; nt = no result given; [ ] = another dose, or the depositor's remark.

SMILES	MEKK2 WT-MEK5	PHOSPHO1 inh	OXTR ag	PfM18AAP inh	NALP1 inh	DNA FID counter	GPR7 antagonist	MEKK3 PB1 HTS	MEKK2 mut-MEK5
COC(=O)c1cccc(CN2C(=O)SC(Nc3ccccc3)C2=O)c1 (stereo not given)	101	nt	-1.6	-6	8	-16	-11	99	3
O=C(CSc1ccc(-c2ccccc2)nn1)N1CCN(c2ccccc2)CC1	99	-2	-1.9	-6	18	-6	-11	99	9
CN(C)c1cc(Nc2cccc(O)c2)c([N+](=O)[O-])c2nonc12	96	-6	1.4	-2	nt	3	-8	100	-2
CC(C)C[C@H](NC(=O)N1CCn2c1nc1ccccc12)C(=O)N[C@@H](Cc1ccccc1)C(=O)O	102	24	-0.2	2	6	-25	2	100	1
FC(F)(F)c1nnc(-c2ccccc2)nc1N1CCOCC1	103	1	-1.0	5	nt	-5	-12	104	-5
COc1ccc(CNC(=O)C2CCN(S(=O)(=O)N3CCCCC3)CC2)cc1	102	-11	0.3	0	24	-22	4	101	-1
O=C(OCCOc1cccc(Cl)c1)C1CCN(S(=O)(=O)c2ccccc2)CC1	108	24	3.3	-10	16	-40	3	103	6
Cc1ccc(CC(=O)Nc2nnc(-c3ccc(F)cc3)o2)c(C)c1	98	34	-0.9	2	25	-12	11	100	-4
Cc1ccc(NC(=O)c2sccc2C)cc1[N+](=O)[O-]	106	3	-2.1	-5	-1	0	1	109	-1
Cc1nnc(SCCn2c(N3CCCCC3)nc3c2c(=O)[nH]c(=O)n3C)s1	95	0	0.5	2	31	-2	-9	100	-5
OC(CN1CCN(c2ccccc2Cl)CC1)c1ccccc1 (stereo not given)	98	15	0.7	-1	12	3	11	101	-3
CN(C)c1nc(N(C)C)nc(N(C#N)CN2C(=O)c3ccccc3S2(=O)=O)n1	96	40	0.0	-9	13	0	-2	94	-3
CN(C)c1ccc(C(=S)N2CCN(c3ccc([N+](=O)[O-])cc3)CC2)cc1	100	-54	-0.4	47*	33	0	-11	97	-4
CC(=O)c1sc(NC(=O)c2ccccc2)nc1-c1ccccc1	102	6	-1.9	9	0	1	-7	102	0
O=C(Cc1c(Cl)cccc1Cl)N/N=C/c1cccnc1	96	23	nt	2	-12	-12	5	99	-1

Complete entries from above. Screens in order: MEKK2 WT-MEK5 | PHOSPHO1 inh | OXTR ag | PfM18AAP inh | NALP1 inh | DNA FID counter | GPR7 antagonist | MEKK3 PB1 HTS | MEKK2 mut-MEK5
Results for CN(C)c1nc(N(C)C)nc(N(C#N)CN2C(=O)c3ccccc3S2(=O)=O)n1 = 96 | 40 | 0.0 | -9 | 13 | 0 | -2 | 94 | -3
Results for CN(C)c1ccc(C(=S)N2CCN(c3ccc([N+](=O)[O-])cc3)CC2)cc1 = 100 | -54 | -0.4 | 47* | 33 | 0 | -11 | 97 | -4
Results for FC(F)(F)c1nnc(-c2ccccc2)nc1N1CCOCC1 = 103 | 1 | -1.0 | 5 | nt | -5 | -12 | 104 | -5

(continued)
SMILES	MEKK2 WT-MEK5	PHOSPHO1 inh	OXTR ag	PfM18AAP inh	NALP1 inh	DNA FID counter	GPR7 antagonist	MEKK3 PB1 HTS	MEKK2 mut-MEK5
CC(=O)Nc1ccc(NC(C)=C(C#N)C#N)cc1	93	-6	0.7	-1	10	-3	-9	89	-2
Cc1cc(C(=O)NC2CCCc3c2cnn3-c2cccc(C)c2C)c(C)o1 (stereo not given)	97	29	5.8	0	3	-51	-19	100	12
CCOC(=O)c1c(CN(C)C)oc2cc(CN(C)C)c(O)c(CSc3ccccc3)c12	107	4	-0.2	-4	-5	28	8	96	-4
Cc1cccc(NC(=O)c2sc3nc4c(c(-c5ccco5)c3c2N)CCC4)c1	84	68*	-0.9	13	-5	-12	24	99	0
CCOc1cc(C(=O)NCc2ccccc2)ccc1OCC(=O)N1CCOCC1	97	2	0.0	-15	0	-14	-4	97	-2
COc1ccc(S(=O)(=O)NCc2ccccn2)cc1NC(=O)c1ccccc1	101	31	0.4	-1	-6	-25	5	100	1
CCC(=O)N1CCCc2cc(S(=O)(=O)N3CCN(c4ccccn4)CC3)ccc21	106	24	-2.0	1	0	-25	-9	103	2
COc1ccc(Cl)c(OC)c1C(=O)NC(=O)Nc1c(F)cc(F)cc1F	104	37	-3.1	1	nt	-14	-13	99	1
Cc1ccc([N+](=O)[O-])cc1NC(=O)c1ccc2c(c1)OCO2	97	6	-0.2	-5	-7	-1	-1	101	-8
CC(C)CCCN1C(Nc2ccccc2)=NC[C@@H]1Cc1ccccc1	106	-2	4.3	-9	14	5	36*	99	0
COc1ccc(-c2[nH]nc3c2C(c2ccsc2)C(C#N)=C(N)O3)cc1 (stereo not given)	101	29	0.7	0	-4	-6	3	98	-1
CC(C)CCN(C)C1CCN(S(=O)(=O)c2ccc(F)cc2)CC1	106	-6	0.5	3	31	3	-12	101	6
O=C(CN1CCN(Cc2ccc3c(c2)OCO3)CC1)c1c[nH]c2ccccc12	116	84*	8.8	-4	5	8	8	97	4
COc1ccc(CCNS(=O)(=O)c2cccc(C(=O)O)c2)cc1OC	nt	15	1.6	7	8	-2	-12	nt	nt
Cc1nn(C)cc1-c1cc(C(=O)O)c2ccccc2n1	23*[inhibitor]	10	-0.6	0	5	-7	-5	65*[inhibitor]	-3
Cc1nc2sc3c(c2c(=O)o1)CC(C)(C)OC3	103	7	0.8	1	12	-2	-7	103	3
Cc1cc(Cl)ccc1OCC(=O)NCCC(=O)O	99	-42	0.2	2	1	2	-14	94	-1
COc1ccc(S(=O)(=O)N2CCOCC2)cc1NC(=O)COc1ncnc2ccccc12	107	8	0.6	-5	37	-8	-2	104	-1
CSCC(C)N1CCC(CCC(=O)NC2CC2)CC1 (stereo not given)	102	7	1.0	-2	12	-5	-1	103	6
COC(=O)c1ccc(C2N=C(c3cccs3)CC(c3ccccc3O)N2)cc1 (stereo not given)	97	-13	5.1	14	-4	-4	-2	101	-4
CC(=O)Nc1ccc(C(=O)N/N=C/c2ccccc2OC(=O)c2ccc(Cl)cc2)cc1	95	-4	0.9	1	-7	-10	1	102	4
CCn1c(CNC(=O)c2ccco2)nnc1SCC(=O)Nc1ccc(Br)cc1F	103	-2	-1.2	4	4	-18	-19	111	2
CCOC(=O)c1c(N)sc2c1CCC(C)C2 (stereo not given)	103	43	-3.0	9	9	-3	-16	103	4
O=c1[nH]ccc2c([N+](=O)[O-])cccc12	87	-3	0.4	0	2	1	-1	92	-9
CCCN1CCN(CCNC(=O)Nc2cc(C)ccc2C)CC1	104	11	-0.1	-2	20	-3	7	104	13
COc1ccc(NC(=O)C(NC(C)=O)C(=O)NCc2ccc(F)cc2)cc1 (stereo not given)	108	45	-0.7	-5	8	-1	-5	107	12
CC(CN1CCCCCC1)C(=O)NN (stereo not given)	102	2	1.2	3	8	-6	-12	98	1
CCOC(=O)C1CCCN(C(=O)Nc2c(-c3ccccc3)noc2C)C1 (stereo not given)	100	-1	-0.6	-11	36*	-4	-8	104	0
Cc1cccc(C2=NN(c3ccc(Br)cc3)[C@@H](C(=O)N3CCOC3=O)[C@@H]2c2ccc(F)cc2)c1	93	-9	1.0	1	33	0	-9	106	1
O=C(CSc1ncccn1)Nc1ncc(C(F)(F)F)cc1Cl	94	51	-0.3	13	10	-5	-8	95	-3
Cc1cc(-n2nc(C)cc2C)nc(NS(=O)(=O)c2ccccc2Cl)n1	21*	7	-0.2	-4	8	-23	-3	101	34
CCOCCCNC(=O)c1cc(Sc2ccc(C)cc2)nc2ccccc12	102	2	-2.6	-6	13	-30	-9	100	-2
CC(NC(=O)c1ccc2nc[nH]c2c1)c1ccccc1 (stereo not given)	102	51	0.1	5	10	2	-6	107	0
Cc1ccc(-c2c(C(=O)NNC(=S)NCC3CCCO3)csc2C)cc1 (stereo not given)	93	-52	-1.7	-3	-8	-17	-5	98	0
COc1ccc(/C(C)=N/NC(=O)c2ccc(NS(=O)(=O)c3cccs3)cc2)cc1	110	-5	0.6	-32	nt	-12	-11	105	5
COc1cc(S(=O)(=O)Nc2cccc(C)c2)ccc1NC(=O)c1ccncc1	96	-1	2.0	1	7	-14	1	110	3
COCCn1c(C)cc(/C=C2/NC(=O)N(c3cccc(Cl)c3)C2=O)c1C	96	25	-0.4	4	-11	-8	-6	97	-3
COc1ccc(NC(=O)c2noc(C(C)C)c2[N+](=O)[O-])cc1	104	-29	-0.3	11	0	0	-17	104	4
Cc1ccc(C(=O)N2CC(C)SC2=Nc2cccc(S(=O)(=O)N(C)C)c2)cc1 (stereo not given)	89	-2	-1.6	1	33	-12	0	105	11
CC(C)Cc1nc(Nc2ccccc2C#N)c2nnn(Cc3ccccc3)c2n1	96	30	-1.0	0	18	-29	-13	109	-1
N=c1c2c(n(Cc3ccc(Cl)cc3)c3c1CCC3)CCC2	112	10	0.3	0	18	13	3	104	7
COC(=O)c1cn(NC(=O)C2COc3ccccc3O2)c(=O)c2ccccc12 (stereo not given)	100	48	-1.4	-3	-2	-7	-15	96	-6
Cc1ccc(-c2cn(-c3ccccc3)c(=S)[nH]2)cc1C	98	-76	-1.7	5	8	-26	13	99	-1
CN1C(=O)/C(=C2\SC(=S)N(C(CCC(=O)O)C(=O)O)C2=O)c2ccccc21 (stereo not given)	92	-11	0.9	-9	27	-3	-5	88	-2
CCc1ccccc1N=C1S/C(=C/c2ccccc2OCC(=O)N2CCOCC2)C(=O)N1C	112	-4	0.3	-5	12	-11	-13	113	-1

Gathered by group, the compounds so far containing a thiophene ring, fused or not
SMILES	MEKK2 WT-MEK5	PHOSPHO1 inh	OXTR ag	PfM18AAP inh	NALP1 inh	DNA FID counter	GPR7 antagonist	MEKK3 PB1 HTS	MEKK2 mut-MEK5
Cc1ccc(NC(=O)c2sccc2C)cc1[N+](=O)[O-]	106	3	-2.1	-5	-1	0	1	109	-1
Cc1cccc(NC(=O)c2sc3nc4c(c(-c5ccco5)c3c2N)CCC4)c1	84	68*	-0.9	13	-5	-12	24	99	0
COc1ccc(-c2[nH]nc3c2C(c2ccsc2)C(C#N)=C(N)O3)cc1 (stereo not given)	101	29	0.7	0	-4	-6	3	98	-1
Cc1nc2sc3c(c2c(=O)o1)CC(C)(C)OC3	103	7	0.8	1	12	-2	-7	103	3
COC(=O)c1ccc(C2N=C(c3cccs3)CC(c3ccccc3O)N2)cc1 (stereo not given)	97	-13	5.1	14	-4	-4	-2	101	-4
CCOC(=O)c1c(N)sc2c1CCC(C)C2 (stereo not given)	103	43	-3.0	9	9	-3	-16	103	4
Cc1ccc(-c2c(C(=O)NNC(=S)NCC3CCCO3)csc2C)cc1 (stereo not given)	93	-52	-1.7	-3	-8	-17	-5	98	0
COc1ccc(/C(C)=N/NC(=O)c2ccc(NS(=O)(=O)c3cccs3)cc2)cc1	110	-5	0.6	-32	nt	-12	-11	105	5
